DT40 TDP1 no CPT: qHTS for Inhibitors of human tyrosyl-DNA phosphodiesterase 1 (TDP1): qHTS in cells in absence of CPT | DT40 Tdp1-/- hTDP1 cells, no CPT, ATP luminescence, 48 h | Potency, µM (doses to about 46.2 µM), for inactives: top-dose activity change, negative = growth inhibition, most hits filed as inhibitors | 420,000 compounds, 15% hits | AID 686978, 2013; note: nearly all actives have a fitted effect of over 55% in size
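Cells were dispensed at 400 per well, compounds added by pin tool, plates incubated ≥48 hr at 37 °C, then CellTiter-Glo added for 30 min at room temperature before luminescence reading. Line: DT40 Tdp1-/- complemented with hTDP1; camptothecin omitted.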
KAT2A inh: GCN5L2 (KAT2A) acetyltransferase inhibition. Q92830. GCN5L2 HAT assay, ThioGlo1 CoA-SH fluorescence. Potency, µM (highest dose often 58.9 µM), for the others: at the top dose activity change, negative = inhibition, usual class: inhibitors. 390,000 compounds, 0.21% hits. AID 504327
Target sequence (Q92830 whole entry, looked up): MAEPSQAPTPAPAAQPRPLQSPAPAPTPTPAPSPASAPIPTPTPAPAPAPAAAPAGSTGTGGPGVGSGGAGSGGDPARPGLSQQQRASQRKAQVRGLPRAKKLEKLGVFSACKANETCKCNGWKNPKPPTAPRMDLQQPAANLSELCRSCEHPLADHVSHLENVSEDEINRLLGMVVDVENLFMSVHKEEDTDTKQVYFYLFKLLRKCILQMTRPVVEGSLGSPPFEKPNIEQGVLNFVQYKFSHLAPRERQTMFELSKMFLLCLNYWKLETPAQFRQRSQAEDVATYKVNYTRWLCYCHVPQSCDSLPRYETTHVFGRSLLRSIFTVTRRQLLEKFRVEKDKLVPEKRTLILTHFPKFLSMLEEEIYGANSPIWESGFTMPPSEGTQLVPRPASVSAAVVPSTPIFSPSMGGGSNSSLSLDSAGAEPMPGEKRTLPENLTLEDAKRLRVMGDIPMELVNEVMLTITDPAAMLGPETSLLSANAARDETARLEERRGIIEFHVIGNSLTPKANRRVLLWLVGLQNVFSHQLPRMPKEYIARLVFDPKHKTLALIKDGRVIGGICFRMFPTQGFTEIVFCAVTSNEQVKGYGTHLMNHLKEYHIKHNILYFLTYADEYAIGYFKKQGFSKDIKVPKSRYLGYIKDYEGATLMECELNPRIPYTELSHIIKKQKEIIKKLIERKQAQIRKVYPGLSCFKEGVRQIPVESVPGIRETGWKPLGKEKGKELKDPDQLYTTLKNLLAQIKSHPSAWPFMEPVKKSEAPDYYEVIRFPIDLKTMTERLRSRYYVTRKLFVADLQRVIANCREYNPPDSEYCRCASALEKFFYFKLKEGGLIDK
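Free CoA generated was detected with ThioGlo1 (50uM) fluorescence at Ex340nm/Em540nm, read immediately and after 20 min at room temperature. Enzyme, 20 nM in HEPES pH 7.5 buffer, saw compounds 15 min before adding 75uM H3(1-25) peptide and 70uM acetyl-CoA.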
TDP1 block: TDP1 (human) enzyme inhibition | Q9NUW8 | recombinant TDP1, AlphaScreen DNA substrate cleavage | Potency, µM (titrated, usually from 130 µM), for inactives: at the highest dose activity change, negative = inhibition, actives largely listed as inhibitors | 350,000 compounds, 0.28% hits; note: nearly all actives have a fitted effect of over 40% in size
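AlphaScreen read-out: signal falls as enzyme removes the 3' tyrosine-FITC from a 5'-biotinylated DNA oligo (15 nM, 5 min, RT). Enzyme was E. coli-made recombinant Tdp1 at 1 nM, exposed to compound for 15 min beforehand; beads 10 ug/ml, 10 min.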
* hit, by the source's call; ? = inconclusive; . = no result given; [ ] = another dose, or the depositor's remark. Calls come from the whole dose curve; as a rule, active = well fitted curve in the direction sought with a large enough effect; inconclusive = small, poorly fitted or top-dose-only effect, or another doubt; inactive = no such curve, though single readings can be large; an effect the other way counts as inactive or inconclusive. % is set by controls: 0 for no effect and ±100 for the full control effect; potency is the fitted concentration of half-maximal effect. The list is partial. The share of hits here may be higher or lower than overall.

Below each SMILES – DT40 TDP1 no CPT	KAT2A inh	TDP1 block
1. Cc1coc(C)c1C(=O)CC1(O)C(=O)Nc2cc(Cl)cc(Cl)c21 (centres undefined)
  -14%	3%	4%
2. CN(C)S(=O)(=O)c1ccc(-c2csc(N/N=C/c3ccco3)n2)cc1
  8.2µM*	-2%	.
3. CCOc1ccc(C(=O)Nc2ccc3oc(-c4cccnc4)nc3c2)cc1
  -16%	-3%	.
4. COCc1cc(=O)[nH]c2c1c(-c1ccccc1)nn2C
  -4%	-4%	-1%
5. O=C(CC1SC(=Nc2ccc(OC(F)F)cc2)N(CCN2CCOCC2)C1=O)Nc1ccccc1 (centres undefined)
  ?	-21%	.
6. COC(=O)c1ccc(COC(=O)c2ccc(CO)cc2)o1
  3%	-6%	-3%
7. O=C(NCc1ccccn1)c1ccc(Cn2c(=S)[nH]c3ccc(Br)cc3c2=O)cc1
  6.5µM*	0%	-2%
8. COCC(C)N1CCC(n2nccc2NC(=O)CCOc2ccccc2)CC1 (centres undefined)
  -15%	-8%	3%
9. Clc1ccc(C2=CC(c3ccco3)n3ncnc3N2)cc1 (centres undefined)
  ?	?	8%
10. CCCN(Cc1ccccc1)C(=S)Nc1cccc(C)c1C
  ?	-5%	0%
11. COc1ccccc1C(=O)NCCC(=O)Nc1ccc(S(=O)(=O)Nc2ncccn2)cc1
  11%	-4%	2%
12. O=C(Cn1c(C(F)(F)F)nc2ccccc21)c1ccc(Cl)cc1
  -29%	1%	-2%
13. CCOC(=O)c1cccc(NC(=O)c2cn(-c3cccc(OC)c3)c(=O)c3ccccc23)c1
  -15%	0%	4%
14. Nc1ccc2nc(-c3ccc(N)c(Cl)c3)[nH]c2c1
  8.2µM*	?	.
15. CCOc1cc(CN2CCCC(N3CCc4ccccc4C3)C2)ccc1O (centres undefined)
  -7%	-1%	3%
16. CC(OC(=O)c1nsc(Cl)c1Cl)C(=O)NCc1ccc2c(c1)OCO2 (centres undefined)
  -19%	-5%	1%
17. O=C(/C=C\NCC(=O)c1ccccc1)c1ccc2ccccc2c1
  ?	-10%	8%
18. COc1ccc(-c2coc3cc(O)ccc3c2=O)c(OC)c1
  -11%	-25%	-9%[56.1 µM]
19. COc1cccc(/C=N/Nc2nc(Nc3ccc([N+](=O)[O-])cc3)nc(N3CCCC3)n2)c1O
  5.8µM*	-10%	10%
20. CC1CCCN(C(=O)c2cc(-c3ccco3)nc3ccccc23)C1 (centres undefined)
  -14%	-8%	-3%[56.1 µM]
21. COc1ccc(-c2nc3cnc(N4CCN(C)CC4)nc3n(C)c2=O)cc1
  ?	-24%	.
22. O=c1c2ccccc2nc2n1-c1ccccc1CCC2
  16µM*	4%	4%
23. COc1cccc(-c2noc(N)c2C#N)c1
  -13%	2%	-5%
24. CN(C)c1nnnn1-c1cccc(Oc2ncc(C(F)(F)F)cc2Cl)c1
  -29%	-3%	5%
25. CCCn1c(=O)c2ccccc2n2c(SCN3C(=O)c4ccccc4C3=O)nnc12
  .	5%	2%
26. CN(C)S(=O)(=O)c1cccc(COc2ncnc3c(Cl)cc(Cl)cc23)c1
  ?	-5%	1%
27. CCc1nnc(NC(=O)CSc2nnc(CNc3ccc(Cl)cc3)o2)s1
  -26%	-1%	3%
28. CCc1cc(=O)oc2cc(OC(=O)CN3C(=O)NC4(CCCC4)C3=O)ccc12
  ?	-8%	5%
29. CCN(CC)CCN(C(=O)c1ccco1)c1nc2c(C)c(C)ccc2s1
  21µM*	-11%	-1%
30. Cc1noc(C)c1CSCC(=O)OCC(=O)N1CC(=O)Nc2ccccc21
  -21%	7%	6%
31. O=C(Nc1ccc(N2CCCCC2)c(Cl)c1)c1ccc2c(c1)OCCO2
  21µM*	0%	5%
32. O=C(Nc1ccnn1C1CCN(Cc2cc(Cl)ccc2O)CC1)c1cccnc1
  -1%	-19%	2%
33. COc1ccc(OCc2nnc3n2N=C(c2ccc(OC)cc2)CS3)cc1
  ?	-7%	4%
34. O=C(c1cccs1)N1CCCC(c2nc3c(nnn3Cc3ccc(F)cc3)c(=O)[nH]2)C1 (centres undefined)
  0%	-2%	.
35. CCn1c(-c2nn(C)cc2Cl)n[nH]c1=S
  -18%	-3%	3%
36. O=C(/C=C/c1ccco1)NCCc1ccc(F)cc1
  -17%	-9%	.
37. CCN1CCN(Cc2c(O)ccc3c(=O)c(-c4ccc(OC)c(OC)c4)c(C(F)(F)F)oc23)CC1
  -18%	-15%	5%
38. Cc1ccc(-c2nn(C)c(=O)c3ccccc23)cc1CN1CCOCC1
  ?	1%	6%
39. CC(=O)Nc1cccc(C(=O)OCc2csc(CC(=O)Nc3ccccc3C)n2)c1
  -5%	-4%	2%
40. O=C(Nc1ccccc1Cl)c1cc2c(-c3ccccc3)nn(-c3ccccc3)c2s1
  .	-2%	-2%
41. CCOc1ccc(N2CC(C(=O)Nc3cccc(S(=O)(=O)N4CCCCC4)c3)CC2=O)cc1 (centres undefined)
  ?	-5%	3%
42. O=C(O)c1ccc(N2CCCCCC2)c(N2C(=O)c3ccccc3C2=O)c1
  4%	0%	-1%
43. O=c1c2sc3ccccc3c2n(Cc2cccc(C(F)(F)F)c2)c(=O)n1Cc1ccccc1
  ?	-8%	-1%
44. CCCOC(=O)Oc1ccc2c(=O)c(Oc3cc(C)cc(C)c3)coc2c1
  -8%	-3%	-3%
45. CSc1nnc2c(n1)OC(c1ccccn1)N(C(C)=O)c1ccccc1-2 (centres undefined)
  -5%	-9%	-8%
46. Cc1ccc(CNC(=O)CCNS(=O)(=O)c2ccc3c(c2)CCCC(=O)N3)cc1
  .	3%	-5%
47. Oc1ccc(-c2[nH]ncc2-c2cnn(-c3ccccc3)c2)c(O)c1
  1%	2%	7%
48. CC1(C)CC(=O)c2sc(NC(=O)c3cccs3)nc2C1
  ?	-7%	0%
49. CCOc1ccc(NC(=O)CSC2=Nc3ccccc3C3=NC(CC(=O)NCc4cccs4)C(=O)N23)cc1 (centres undefined)
  ?	-1%	5%
50. CCCn1nc(C(=O)Nc2cc(S(=O)(=O)Nc3ccc(OC)cc3)ccc2O)c2ccccc2c1=O
  ?	-18%	4%
51. CCOC(=O)C(NC(=O)NCc1ccc(OC)cc1)(OCC)C(F)(F)F (centres undefined)
  -107%	21%	1%
52. Cn1c(Cn2cnc3ccccc32)nnc1SCC(=O)CC(=O)Nc1ccccc1
  -29%	-3%	5%
53. O=C(Nc1cccc(S(=O)(=O)N2CCCCC2)c1)c1cccs1
  ?	-2%	2%
54. Cc1ccc2cccc(OCCOCCOc3ccccc3Br)c2n1
  21µM*	1%	-7%
55. O=C(NN1C(=O)C2C3C=CC(C4CC34)C2C1=O)c1ccc(Cl)cc1 (centres undefined)
  ?	-10%	-8%
56. COc1cccc(NC(=O)Nc2nnc(Cc3ccccc3F)s2)c1
  23µM*	-8%	.
57. O=C(CN1C(=O)NC2(CCCCCC2)C1=O)c1ccc2c(c1)OCCO2
  ?	0%	5%
58. Fc1ccccc1COc1ccccc1CNCc1ccncc1
  ?	-8%	-8%
59. O=Cc1cn(-c2ccccc2)nc1-c1ccc2c(c1)OCCO2
  ?	-2%	3%[56.1 µM]
60. CCOc1cc(N2CCOCC2)c(OCC)cc1NC(=O)CCS(=O)(=O)c1ccc(Cl)cc1
  1.8µM*	-2%	4%

Continuation:
Below each SMILES – DT40 TDP1 no CPT	KAT2A inh	TDP1 block
61. Cc1occc1-c1nnc(SCC(=O)N2CCOCC2)n1CCc1ccccc1
  -12%	-15%	6%
62. Cc1ccc(-n2c(SCc3ccc([N+](=O)[O-])cc3)nc3ccccc3c2=O)cc1
  ?	-4%	6%
63. CCCc1cc(=O)[nH]c(SCC(=O)c2cc(C)n(CC(F)(F)F)c2C)n1
  -2%	-3%	5%
64. CCCCc1nc(Cl)c(C#N)c2c1CCC2
  ?	1%	.
65. O=C(COc1ccc(Cl)cc1)NCc1nnc(SCC(=O)N2CCCC2)o1
  18%	1%	5%
66. CC(=O)c1ccc(N2CCN(C(=O)/C=C/c3ccc4ccccc4n3)CC2)cc1
  15µM*	-3%	3%
67. COc1ccc(NC(=O)Cn2nc(-c3ccncc3)ccc2=O)cc1Cl
  -13%	-9%	7%
68. O=C(NCc1cccc(OC(F)(F)F)c1)c1cccc2c1C(=O)c1ccc(-c3ccc(F)cc3OCc3ccccc3)cc1S2(=O)=O
  ?	-3%	2%
69. CN(C)c1ccnc2sc3c(SCc4ccc(Cl)cc4)ncnc3c12
  13µM*	-1%	3%
70. Cc1ccc(-c2csc(/C(C#N)=C(\O)CCl)n2)cc1
  ?	-9%	3%
71. Cc1cc(C(=O)CS(=O)(=O)c2ccc(F)cc2)cc(C)c1O
  -7%	-1%	.
72. Cc1ccc(-c2nn(-c3ccccc3)cc2C(=O)N2CCOCC2)cc1
  -9%	-2%	1%
73. O=C(NN=C1CCCCCC1)c1ccncc1
  13%	1%	1%
74. Cc1nc2ccc(S(=O)(=O)CCC(=O)Nc3ccc(F)cc3C)cc2s1
  ?	-10%	5%
75. O=C1c2ccccc2C(=O)N1CC(O)COc1ccc(Br)cc1 (centres undefined)
  -6%	-7%	.
76. O=C(NCc1ccco1)C(c1ccccc1)N(C(=O)Cc1cccs1)c1ccccc1 (centres undefined)
  ?	-1%	-2%
77. Cc1ccc2c(=O)cc(C(=O)Nc3sc4c(c3C(=O)NCc3ccco3)CCCC4)oc2c1C
  5%	-10%	1%
78. O=C(NCc1cccc(Cl)c1)c1cc2ccc3cccnc3c2[nH]1
  -13%	-25%	-4%
79. CC(C)(C)Nc1nc(Oc2ccc(=O)[nH]n2)nc(N2CCOCC2)n1
  -16%	-1%	1%
80. COCCn1c(-c2ccccc2)csc1=Nc1cccnc1
  ?	-9%	5%
81. Cc1ccc(C)c(C(=O)CCC(=O)Nc2ccc(F)cc2)c1
  7%	-10%	2%
82. Cc1ccccc1OCC(=O)OCC(=O)NCCc1ccccc1
  -7%	-4%	0%
83. O=C(CN1CCN(C(=O)CNC(=O)c2ccc3c(c2)OCO3)CC1)Nc1cccc(F)c1
  -24%	-9%	0%
84. O=C(CSc1nnc(Cc2cc(=O)[nH]c(=O)[nH]2)n1-c1ccc(Cl)cc1)NC1CCCC1
  -3%	1%	6%
85. Cc1cc(C)c2c(=O)cc(C(=O)Nc3sc4c(c3C(=O)NCc3ccccc3)CCCC4)oc2c1
  -20%	-6%	6%
86. CCOc1ccc(Cn2nnc3c(=O)[nH]c(C4CCN(C(=O)c5ccccc5)CC4)nc32)cc1
  ?	-6%	2%
87. CS(=O)(=O)N(CC(=O)N1CCN(c2cccc(Cl)c2)CC1)c1ccccc1
  ?	-3%	5%
88. Cc1ccccc1NC(=O)c1ccc(CN2CCc3ccccc3C2)cc1
  ?	-1%	5%
89. COc1ccccc1N1CCN(c2csc3ccccc3c2=O)CC1
  ?	-3%	2%
90. Cc1occc1C(=O)NC(C)C12CC3CC(CC(C3)C1)C2 (centres undefined)
  ?	-7%	6%

Among those listed so far, 3 contain a cyano group:
Below each SMILES – DT40 TDP1 no CPT	KAT2A inh	TDP1 block
23. COc1cccc(-c2noc(N)c2C#N)c1
  -13%	2%	-5%
64. CCCCc1nc(Cl)c(C#N)c2c1CCC2
  ?	1%	.
70. Cc1ccc(-c2csc(/C(C#N)=C(\O)CCl)n2)cc1
  ?	-9%	3%

Further structures
Below each SMILES – DT40 TDP1 no CPT	KAT2A inh	TDP1 block
91. COC(=O)c1cccc(COC(=O)c2ccc(N(C)C)cc2)c1
  -22%	-11%	3%
92. CN(C)CCCNc1nc(N)c([N+](=O)[O-])c(NC2CCCCC2)n1
  -19%	-1%	.
93. COc1ccccc1CNC(=O)CCCCn1c(=O)c2ccccc2n(Cc2ccccc2F)c1=O
  2.3µM*	-8%	4%
94. CCN(CC)CCOC(=O)c1ccc(NC(=O)c2cccc(C)c2[N+](=O)[O-])cc1
  14%	0%	4%
95. Cc1cccc(C)c1N=C1C(=O)Nc2ccccc21
  ?	1%	.
96. Cc1ccc(NS(=O)(=O)c2cc(NC(=O)C(C)Oc3ccccc3)ccc2C)c(C)c1 (centres undefined)
  23µM*	-11%	0%
97. COc1ccc(C2CC(=O)Nc3n[nH]c(-c4ccccc4)c32)cc1OC (centres undefined)
  5%	-7%	3%

Results in DT40 TDP1 no CPT and KAT2A inh, for 5 of the compounds above:
no. | compound | DT40 TDP1 no CPT | KAT2A inh
95 | Cc1cccc(C)c1N=C1C(=O)Nc2ccccc21 | ? | 1%
94 | CCN(CC)CCOC(=O)c1ccc(NC(=O)c2cccc(C)c2[N+](=O)[O-])cc1 | 14% | 0%
96 | Cc1ccc(NS(=O)(=O)c2cc(NC(=O)C(C)Oc3ccccc3)ccc2C)c(C)c1 (centres undefined) | 23µM* | -11%
93 | COc1ccccc1CNC(=O)CCCCn1c(=O)c2ccccc2n(Cc2ccccc2F)c1=O | 2.3µM* | -8%
97 | COc1ccc(C2CC(=O)Nc3n[nH]c(-c4ccccc4)c32)cc1OC (centres undefined) | 5% | -7%
